# TRPC4 agonist: TRPC4 (mouse) channel activation; Q9QUQ5; HEK293 TRPC4beta/mu-opioid, Fluo4 calcium fluorescence; active compounds read high; B-score at 10 µM; 310,000 compounds, 0.49% hits; AID 2237;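 active means B-score above 5 SD of library B-scores, and initial fluorescence ratio not above library mean plus 5 SD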;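 further: positive B-score marks a calcium rise read as TRPC4 activation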
# Target sequence (Q9QUQ5 whole entry, looked up): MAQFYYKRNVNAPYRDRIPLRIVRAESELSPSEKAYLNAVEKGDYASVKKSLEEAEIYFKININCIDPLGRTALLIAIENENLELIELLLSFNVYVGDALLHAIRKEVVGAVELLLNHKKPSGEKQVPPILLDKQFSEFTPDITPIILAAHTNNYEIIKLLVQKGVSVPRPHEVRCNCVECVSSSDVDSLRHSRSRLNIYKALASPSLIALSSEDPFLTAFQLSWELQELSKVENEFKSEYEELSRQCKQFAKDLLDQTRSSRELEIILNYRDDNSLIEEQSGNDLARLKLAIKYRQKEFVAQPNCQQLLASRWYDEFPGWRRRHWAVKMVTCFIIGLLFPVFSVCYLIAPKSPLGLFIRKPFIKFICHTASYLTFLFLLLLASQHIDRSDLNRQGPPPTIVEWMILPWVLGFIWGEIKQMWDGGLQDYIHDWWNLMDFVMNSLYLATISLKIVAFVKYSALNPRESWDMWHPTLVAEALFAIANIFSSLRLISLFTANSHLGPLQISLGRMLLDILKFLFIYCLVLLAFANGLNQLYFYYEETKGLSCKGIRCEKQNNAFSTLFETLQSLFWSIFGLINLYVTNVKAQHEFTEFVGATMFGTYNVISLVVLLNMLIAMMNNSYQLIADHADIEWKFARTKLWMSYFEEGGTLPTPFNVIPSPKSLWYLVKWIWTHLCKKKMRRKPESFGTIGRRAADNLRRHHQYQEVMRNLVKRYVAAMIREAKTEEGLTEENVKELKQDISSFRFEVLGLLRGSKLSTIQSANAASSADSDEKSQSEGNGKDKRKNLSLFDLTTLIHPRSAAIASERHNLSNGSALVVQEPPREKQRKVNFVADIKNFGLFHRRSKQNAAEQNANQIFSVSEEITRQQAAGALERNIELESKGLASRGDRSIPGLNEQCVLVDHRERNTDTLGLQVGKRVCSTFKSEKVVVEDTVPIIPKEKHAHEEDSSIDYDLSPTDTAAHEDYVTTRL
#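 Assay system – TRPC4beta and mu-opioid receptor HEK293 stable cells · Measured by – Fluo4 fluorescence, kinetic · Schedule – dye loading 45 min room temperature, 110 s kinetic read · Read-out – B-scored integrated calcium fluorescence ratio · Controls – buffer and maximal DAMGO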
# KCNK9 block: inhibitors of human KCNK9 two-pore domain potassium channel; Q9NPC2; HEK293 KCNK9, FluxOR thallium flux fluorescence; active compounds read low; B-score at 10 µM; 310,000 compounds, 1.2% hits; AID 488922;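 active means ratio B-score over 3 SD below the library mean, with starting fluorescence within 5 SD of its mean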;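 further: negative B-score means less thallium flux so channel inhibition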
# KCNK3 inh: human KCNK3 channel inhibition, primary screen; O14649; CHO-KCNK3 thallium flux, FluxOR fluorescence; active compounds read low; B-score at 10 µM; 340,000 compounds, 0.84% hits; AID 602410;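 active means B-score under library mean minus 4 SD, starting fluorescence ratio at most library mean plus 5 SD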;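 further: more negative B-score means stronger inhibition of thallium flux through KCNK3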
# hERG rescue: hERG (human) protection from proarrhythmic block | CHO-hERG, FluxOR thallium flux, dofetilide IC70 present | activation (rescue from dofetilide block), less the hit threshold, % at 10 µM | 310,000 compounds, 0.51% hits | AID 1511;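 active means activation above the mean of controls blocked by dofetilide plus 5 SD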;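 further: thallium influx through hERG after potassium depolarization seen as dye fluorescence rise; in these data hits start at about 4.7%; inactives centre near -7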
# KCNQ1 act: potentiators or activators of human KCNQ1 potassium channel; CHO-K1 KCNQ1, thallium flux FluxOR fluorescence; active compounds read high; 310,000 compounds, 0.35% hits; B-score at 10 µM;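 active means fluorescence ratio B-score, a plate-corrected score, at least three library SD, with initial intensity B-score within 5 SD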
#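 Medium – assay buffer, equal DMSO in all wells · Material – CHO-K1 cell line with stable KCNQ1 potassium channel expression · Signal – kinetic FluxOR thallium fluorescence, 10-s 1-Hz baseline, 110-s post-stimulus read · Compound – single concentration per compound, DMSO matched to controls · Schedule – 37 °C overnight plating, 90-min dark dye load, 20-min compound pretreatment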
# PolyA inhibitor: inhibitors of polyadenylation in S. cerevisiae; S. cerevisiae SKY197-pL101 polyadenylation reporter, beta-gal luminescence; efflux-impaired pdr1/pdr3 knockout yeast; score 100 = 6 SD above DMSO; calls only at 12 µM; 300,000 compounds, 0.02% hits;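 active means lowest replicate activity score at least 50, where 100 means six control SD above control mean; inconclusive means lowest score under 50 but half or more replicates reach 50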;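 further: yeast exposed to compound for 9 h at 30 °C; higher score means more reporter readthrough which indicates perturbed polyadenylation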
# Platelet DG rel: platelet dense granule release activity; inhibition, %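 (compounds screened at 7.5 µM in platelet-rich plasma)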; 300,000 compounds, 0.22% hits; human platelet-rich plasma, SFLLRN dense granule ATP release, luminescence;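 active means mean replicate score, as percent of positive control, at or above 50; inconclusive means mean below 50 but at least one replicate at or above 50; inactive means mean and every replicate below 50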
# TRPC4 inh: TRPC4 (mouse) channel inhibition; Q9QUQ5; HEK293 TRPC4beta/mu-opioid, DAMGO-evoked Fluo4 calcium flux; active compounds read low; B-score at 10 µM; 300,000 compounds, 0.39% hits; AID 2247;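 active means B-score over 3 SD under the library average, no early fluorescence shift, positive overall ratio signal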
#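 Signal: kinetic Fluo4 fluorescence imaging of calcium influx. Material: stable TRPC4beta/mu-opioid receptor HEK293 cells. Probe or stimulus: DAMGO in two steps, submaximal then maximal.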
# KCNQ1 inh: human KCNQ1 channel inhibition | CHO-K1 KCNQ1, FluxOR thallium flux fluorescence; active compounds read high | B-score at 10 µM | 310,000 compounds, 1.3% hits | AID 2642;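 active means compounds whose thallium flux B-score, printed positive for inhibition, exceeds three library SD while starting fluorescence stays within three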;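 further: channel opened by potassium depolarization with thallium stimulus after 20 min compound exposure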
# TRPC4 PAM: allosterically enhances the mouse TRPC4 cation channel. Q9QUQ5. HEK293 TRPC4beta/mu-opioid, DAMGO EC20, Fluo-4 Ca2+ flux; active compounds read high. B-score at 10 µM. 310,000 compounds, 0.42% hits;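 active means B-score of calcium response area above 5 SD of library B-scores, with initial fluorescence ratio within 5 SD of library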;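 further: B-score of integrated fluorescence ratio over time as area under calcium response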
# DYRK1A inh: Dyrk1A (rat) kinase inhibition | ADP-Glo luminescence, NFATc1 peptide | inhibition, % at 12.5 µM | 310,000 compounds, 0.43% hits | AID 504441; in the data active means inhibition above about 50%;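 further: plate controls were vehicle with enzyme for no effect and no enzyme for full effect; many of its hits are not listed in these tables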
# An asterisk follows results filed as active; i = inactive; u = inconclusive; x = no result given. The list is partial (hit frequency here may not be typical).
molecule	TRPC4 agonist	KCNK9 block	KCNK3 inh	hERG rescue	KCNQ1 act	PolyA inhibitor	Platelet DG rel	TRPC4 inh	KCNQ1 inh	TRPC4 PAM	DYRK1A inh
CC(C)c1ccc(NC(=O)CCNS(=O)(=O)c2ccc3[nH]c(=O)oc3c2)cc1	i	i	i	-8.0	i	i	-7.0	i	i	i	0.0
CCc1cc(-c2n[nH]c(=S)n2CC)cs1	i	i	i	-4.3	i	i	-3.2	i	i	i	-3.5
COc1ccccc1NS(=O)(=O)c1ccc2c(c1)CCN2C(=O)CCC(=O)O	i	i	i	-2.3	i	i	-2.2	i	i	i	-2.0
Cc1ccc(NC(=S)N2CCC(C(N)=O)(N3CCCCC3)CC2)c(C)c1	i	i	i	-8.9	i	i	4.9	i	i	i	x
O=C(Nc1ccc(S(=O)(=O)Nc2ccc(F)cc2)cc1)c1ccc(CN2CCOCC2)cc1	i	i	i	-17.3	i	i	2.0	i	i	i	-5.4
CCOC(=O)c1ccc(NC(=O)CN(c2ccc(C)cc2)S(=O)(=O)c2c(C)nn(C)c2C)cc1	i	i	i	-2.0	i	i	1.3	i	i	i	4.2
COc1ccc(CC(=O)Oc2ccc(F)c(F)c2)cc1S(=O)(=O)N1CCOCC1	i	i	i	-16.0	i	i	x	i	i	i	0.6
NC(=O)NOCc1cccc(Cl)c1	i	i	i	-18.2	i	i	-1.3	i	i	i	9.2
COc1ccc(C(=O)NCc2ccc3c(c2)cc(C)n3C)cc1	i	i	i	-12.8	i	i	u	i	i	i	-0.3
Cc1cc2cc(CNC(=O)c3ccc(C)c([N+](=O)[O-])c3)ccc2[nH]1	i	i	i	-3.5	i	i	3.9	i	i	i	4.7
O=C(O)CNC(=O)/C(=C\c1cccc([N+](=O)[O-])c1)NC(=O)c1ccco1	i	i	i	-5.0	i	i	9.3	i	i	i	-7.3
C=C(C)COc1ccc(-c2n[nH]c(C)c2-c2ccc(Br)cc2)c(O)c1	i	i	i	-7.7	i	i	3.3	i	i	i	0.4
CC(C)CCn1nc(C(=O)Nc2nc3c(s2)CCCC3)c2ccccc2c1=O	i	-17.2*	i	-9.2	i	i	-7.3	i	i	i	-5.8
COc1cccc(CNC(=O)CCC2CCCN(C(=O)c3cccnc3SC)C2)c1 (configuration not stated)	i	i	i	-6.9	i	i	-5.6	i	i	i	0.6
Cc1ccc(S(=O)(=O)N(C)c2ccc(C(=O)NCCc3ccccc3)cc2)cc1	i	i	i	-11.5	i	i	-0.3	i	i	i	-9.6
COc1ccc(/C=C/c2nc(-c3ccccc3O)n[nH]2)cc1OC	i	i	i	2.1	i	i	-31.5	i	i	i	-1.1
COc1ccc2nc(/N=C(\N)NC(=O)Nc3ccccc3)nc(C)c2c1	i	i	i	-16.9	i	i	-8.4	i	i	i	10.8
CCOc1ccc(NC(=S)NC(=O)c2c(Cl)cnn2CC)c([N+](=O)[O-])c1	i	i	i	-0.7	i	i	-6.4	i	i	i	3.4
Clc1ccc(CON/C=N/c2ncnc3sccc23)cc1	i	i	i	-3.9	i	i	-1.1	i	i	i	3.0
CCNC(=S)N/N=C/c1cccc(/C=N/NC(=S)NCC)c1	i	i	i	-5.7	i	i	2.6	i	i	i	5.6
O=C(CCNS(=O)(=O)c1ccccc1)OCC(=O)c1ccc(Cl)cc1	i	i	i	-23.2	i	i	0.7	i	i	i	9.0
CN(C)c1ccc(C(CNS(=O)(=O)c2ccc([N+](=O)[O-])cc2)N2CCCC2)cc1 (configuration not stated)	i	i	i	0.1	i	i	2.9	i	i	i	-4.2
COCCCNC(=O)CC(NS(=O)(=O)c1ccc(Cl)cc1)c1ccco1 (configuration not stated)	i	i	i	-5.8	i	i	-5.7	i	i	i	16.8
Oc1ccccc1/C=N/NC1=NCCCCC1	i	i	i	-8.9	i	i	-3.5	i	i	i	2.0
COc1ccccc1C1c2[nH]c3ccccc3c2CCN1Cc1ccc(NC(C)=O)s1 (configuration not stated)	i	i	i	-10.7	i	i	-4.9	i	i	i	3.1
Cc1ccc(Cn2c(SC(C)C(N)=O)nc3ccccc3c2=O)cc1 (configuration not stated)	i	i	i	-2.8	i	i	13.0	i	i	i	-5.5
CCOC(=O)CC(NC(=O)C1c2ccccc2Oc2ccccc21)c1ccc(C)cc1 (configuration not stated)	i	i	i	-0.5	i	i	-30.5	i	i	i	-3.6
COc1ccc(CN2CCNC(=O)C2CC(=O)N2CCCN(C(C)=O)CC2)cc1OC (configuration not stated)	i	i	i	-9.1	i	i	1.8	i	i	i	-3.1
Cc1ccc(C)c(NS(=O)(=O)c2ccc(OCC(=O)NCc3cccnc3)cc2)c1	i	i	i	-8.7	i	i	5.6	i	i	i	2.8
C/C(=N/NC(=O)c1ccccc1)C1=C(O)CC(C)(C)CC1=O	i	i	i	-14.0	i	i	-12.4	i	i	i	3.5
O=C(Nc1cccc(C(F)(F)F)c1)/C(=C/c1ccco1)NC(=O)c1cccs1	i	i	i	-10.8	i	i	14.8	i	i	i	4.1
COc1ccc(N2C(=O)C3C(C2=O)C(C(=O)c2ccc(Cl)cc2)N2CCCC32)cc1 (configuration not stated)	i	i	i	-11.9	i	i	-0.4	i	i	i	x
COc1cc(NC(=O)Nc2ccccc2OC)c(OC)cc1NC(=O)CN1CCCCC1	i	i	i	-7.7	i	i	23.0	i	i	i	-7.2
O=C(c1ccco1)N1CCN(C(=S)Nc2cccc([N+](=O)[O-])c2)CC1	i	i	i	-6.2	i	i	3.6	i	i	i	4.3
O=C(Nc1ccc2[nH]c(=S)sc2c1)c1ccccc1	i	i	i	-7.3	12*	i	17.9	i	i	i	3.7
Cc1cccc(C2CC3(CC(C)(C)NC(=S)N3)Oc3cc(O)ccc32)c1 (configuration not stated)	i	i	i	-8.6	i	i	-0.2	i	i	i	-1.0
Cc1cc2c(cc1C)C(=O)NC(C)(C)C2	i	i	i	-3.9	i	i	-3.5	i	i	i	6.2
Cc1nc(N2CCCC2)c2ccsc2n1	i	i	i	-7.3	i	i	1.7	i	i	i	0.4
CCc1nc(Sc2nc(C)cc(C)n2)c2oc3ccccc3c2n1	i	i	i	-8.3	i	i	2.2	i	i	i	0.8
COC(=O)c1nc2n(n1)C(c1cccc(Cl)c1)C1=C(CCCC1=O)N2 (configuration not stated)	i	i	i	-10.4	i	i	-2.3	i	i	i	-0.9
Cn1cnnc1Sc1ccc(C(=O)OCC(=O)NC2CC2)cc1[N+](=O)[O-]	i	i	i	-5.3	i	x	x	i	i	i	x
CCc1ccccc1NC(=O)CN(C)C(=O)Cn1ncc(Cl)c(Cl)c1=O	i	i	i	-11.4	i	i	1.5	i	i	i	-2.4
O=C(NCCOc1nc(N2CCCCC2)nc(N2CCCCC2)n1)Nc1ccccc1	i	i	i	-10.0	i	i	3.0	i	i	i	1.6
O=C(CN1CCCCCC1)Nc1ccccc1F	i	i	i	-4.6	i	i	0.2	i	i	i	0.1
COCCNC(=O)c1cccc(OC2CCN(Cc3ccc(C(C)C)cc3)CC2)c1	i	i	i	-3.7	i	i	-4.9	i	i	i	8.7
CCCC(=O)Nc1c(C)n[nH]c1C	i	i	i	-9.9	i	i	1.7	i	i	i	-4.0
Cc1c(NC(=O)c2cc(-n3cnnc3)ccc2Cl)cccc1-c1nc2ccccc2o1	i	i	i	-1.4	i	x	x	i	i	i	-16.5
N#Cc1c(NC(=O)CSc2ncn(-c3ccccc3)n2)sc2c1CCCC2	i	i	i	0.7	i	i	-1.3	i	i	i	-3.5
Cc1ccc(-c2nn(-c3ccccc3)cc2/C=N/NS(=O)(=O)c2ccccc2)cc1	i	i	i	-7.1	i	i	-1.9	i	i	i	-3.6
CN1CCN(C(=O)/C(=C\c2cccc([N+](=O)[O-])c2)NC(=O)c2cccs2)CC1	i	i	i	-10.0	i	x	-0.1	i	i	i	x

# (listing goes on)
molecule	TRPC4 agonist	KCNK9 block	KCNK3 inh	hERG rescue	KCNQ1 act	PolyA inhibitor	Platelet DG rel	TRPC4 inh	KCNQ1 inh	TRPC4 PAM	DYRK1A inh
Cc1nnc(SCC(=O)NCc2ccc3c(c2)OCO3)[nH]c1=O	i	i	i	0.7	i	i	1.0	i	i	i	-6.4
COc1ccccc1NC(=O)CNC(=O)c1ccc(Br)o1	i	i	i	-1.9	i	x	-2.7	i	i	i	x
CCOc1ccc(C(=O)NCC(=O)OCc2csc(-c3ccccc3)n2)cc1	i	i	i	-10.7	i	i	-0.5	i	i	i	4.9
O=C(c1ccc(Cl)cc1)C1CCCN(C(=O)c2csnn2)C1 (configuration not stated)	i	i	i	-4.3	i	i	-3.5	i	i	i	-0.6
N#CC1=C(N)Oc2cc(N)ccc2C1c1ccccc1F (configuration not stated)	i	i	i	-5.0	i	i	-0.2	i	i	i	-1.5
COc1ccc(OCC(=O)NNC(=O)C2CCCO2)cc1 (configuration not stated)	i	i	i	-5.4	i	i	24.1	i	i	i	1.3
CCOc1ccccc1NC(=O)COC(=O)CN(C)S(=O)(=O)c1ccc(C)cc1	i	i	i	-5.1	i	i	-2.1	i	i	i	-7.7
CCC(C)c1ccccc1NC(=O)C(C)OC(=O)c1ccco1 (configuration not stated)	i	i	i	-10.9	i	i	9.3	i	i	i	2.5
COc1ccc(N2CCN(S(=O)(=O)c3cc(C)ccc3OC)CC2)cc1	i	i	i	-16.7	i	i	0.9	i	i	i	-0.4
COc1cc(NC(=O)c2ccc(Br)cc2)c(OC)cc1NC(=O)c1ccccc1	i	i	i	-0.4	i	i	-3.9	i	i	i	13.3
Cc1cccc(OCCn2c(CCCO)nc3ccccc32)c1	i	i	i	-11.9	i	i	-2.6	i	i	i	8.1
CCOc1cc(C(=O)Nc2cccnc2)cc(OCC)c1OCC	i	i	i	-10.7	i	i	4.0	i	i	i	x
Cc1cc(C)nc(N/N=C/C(Cl)=C/c2ccccc2)n1	i	i	i	-12.9	i	i	5.4	i	i	i	0.0

# Source: PubChem BioAssay
